CXCR6 block = inhibitors of human CXCR6 receptor | hit rate 0.36% among 360,000 | CHO-K1 PathHunter CXCR6 beta-arrestin, luminescence | AID 602244 | inhibition, % at 20 µM | O00574; in the data active means inhibition above about 34%, passing the limit was not always enough;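 further: antagonist mode with CXCL16 agonist at 10 nM final; 0% = 10 nM CXCL16 with DMSO and 100% = unstimulated wells without agonist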
EBI2 antag = blocks human EBI2 receptor beta-arrestin signaling; EBI2 beta-arrestin recruitment, luminescence, 7a,25-OHC stimulated; inhibition, % at 5 µM; AID 651636; hit rate 0.81% among 360,000; in the data active means inhibition above about 38%;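 further: enzyme fragment complementation signal reports receptor beta-arrestin coupling in cells; 0% = agonist plus DMSO wells and 100% = wells without agonist; some results beyond the cut were filed as inactive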
697 NFkB inh = lowers PMA/ionomycin-induced NF-kB signal in 697 B cells; 697 B-cell NF-kB luciferase reporter, 16 h; inhibition, % at 4 µM; hit rate 0.33% among 330,000; in the data active means inhibition above about 35%
UPR CHOP act = apoptotic UPR (CHOP) activation; CHO-CHOP luciferase reporter, luminescence; percent of tunicamycin response over DMSO baseline; activation, % at 10 µM; hit rate 0.34% among 330,000;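 active means at 10 µM dose, activation of 40% or more, normalized to positive control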;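 further: 100% = tunicamycin at 10 µg/mL and 0% = DMSO alone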
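Test system: CHO-CHOP cells, stable luciferase reporter of PERK-eIF2a-CHOP signalling | Quantity: 500 CHO-CHOP cells per well | Buffer or medium: F12 plus 10% serum | Compound dosing: 10 µM single point, 0.5% DMSO | Schedule: 6 h compound treatment, 37 °C | Signal: Luciferase luminescence | Control set: Tunicamycin high control, DMSO low control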
Gli-Sufu block = antagonists of Gli-Sufu signaling; Sufu-KO-LIGHT fibroblasts, Gli luciferase reporter luminescence; AID 588413; inhibition, % at 5 µM; hit rate 0.74% among 340,000;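 active means inhibition above about 55%, limit read from the data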;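 further: 0% = DMSO-treated cells and 100% = wells with medium but no cells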
CCR6 antag = CCR6 (human) receptor antagonism; P51684; CHO-K1 CCR6 PathHunter beta-arrestin, luminescence, CCL20-stimulated; inhibition, % at 20 µM; hit rate 0.49% among 340,000; AID 493098;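 active means compounds whose inhibition of the agonist-driven luminescence signal at 20 µM reaches about 50%, limit read from the data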;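 further: cells stimulated with CCL20 at 14 nM final; plate controls were DMSO with CCL20 for no effect and DMSO without agonist for full effect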
UPR XBP1 act = adaptive UPR (XBP1) activation; CHO-XBP1 luciferase reporter, IRE1-XBP1 UPR activation, luminescence; percent of tunicamycin response, DMSO as zero; activation, % at 20 µM; hit rate 0.33% among 330,000; AID 463104;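 active means versus positive control, 20 µM dose yields 30% or more activation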;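 further: 100% = tunicamycin at 10 µg/mL and 0% = DMSO only wells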
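incubation = overnight seeding at 37 °C, 6 h compound treatment at 37 °C | assay system = CHO-XBP1 cells stably carrying IRE1-XBP1-driven luciferase reporter | input = 1000 cells per well | detection = luciferase luminescence | dosing = single point, 20 µM final compound, 1% DMSO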
Jurkat NFkB inh = inhibitors of the PMA/ionomycin-induced NF-kB reporter in Jurkat cells | PMA/ionomycin-induced NF-kB luciferase reporter, luminescence | inhibition, % at 4 µM | hit rate 0.53% among 330,000 | AID 435003; in the data active means inhibition above about 50%
Mdm2-MdmX inh = human Mdm2/MdmX binding inhibition; hit rate 3% among 330,000; SaOS-2 split-luciferase Mdm2/MdmX complementation, luminescence; inhibition, % at 8 µM;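 active means inhibition of at least 50% at 8 µM in the primary screen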
* marks the source's active call; other numbers are inactive results; / = no result given.

SMILES	CXCR6 block	EBI2 antag	697 NFkB inh	UPR CHOP act	Gli-Sufu block	CCR6 antag	UPR XBP1 act	Jurkat NFkB inh	Mdm2-MdmX inh
CCOC(=O)C1CCCN(C(=O)c2cccc(S(=O)(=O)N3CCCC3)c2)C1 (configuration not stated)	2	-5	17	-0.3	6	7	-2	-4	18
CNC(=O)NNC(=O)c1csc(-c2ccc(C(F)(F)F)cc2Cl)n1	-6	-6	-26	-0.5	3	5	3	0	-4
COc1ccc(Nc2nc(N)c([N+](=O)[O-])c(NCCO)n2)cc1	-6	-3	6	-0.9	-22	1	6	16	18
O=C(Nc1cccc(-c2cn3c(n2)SCC3)c1)c1ccc2ccccc2n1	-1	11	-123	0.5	-78	-2	1	-79	-46
Nc1nnc(SCc2ccccc2F)n1-c1ccccc1	5	0	-19	0.9	-2	7	-2	-8	4
Cc1ccc(C)c(S(=O)(=O)Nc2cc3c4c(c2)CCN4C(=O)CC3)c1	-6	-1	-6	-0.2	26	5	0	-4	-18
CCO[C@@H]1OC(C(=O)NCc2nc3ccccc3[nH]2)=C[C@H](c2csc3ccccc23)[C@H]1CCCO	39	9	-3	0.7	3	15	-1	10	6
COc1ccc2oc(C(=O)OCc3c(C)noc3C)c(C)c2c1	3	-13	-9	-1.4	-7	15	-4	8	-20
Cc1cc(NC(=O)CCC(=O)N(Cc2cccs2)C(C(=O)NC2CCCC2)c2ccccc2)no1 (configuration not stated)	-3	2	13	-3.1	4	-16	1	-6	12
Cc1cc(N2CCN(C(=O)c3ccco3)CC2)n2nc(-c3cccc(F)c3)cc2n1	1	15	3	1.3	14	-8	-3	3	11
N#CC1=C(N)N(c2ncn[nH]2)C2=C(C(=O)CCC2)C1c1ccc(F)cc1 (configuration not stated)	3	7	-58	-0.5	-6	4	2	21	15
Cc1cc(O)c2c(c1)C(O)(C1OC(CO)C(O)C(O)C1O)c1cccc(O)c1C2=O (configuration not stated)	-11	-1	-3	-1.9	1	4	0	-3	-10
COc1cccc(C(=O)NCCS(=O)(=O)N(C)C2CCCCC2)c1	1	-2	8	2.0	-12	-9	-2	12	-13
COc1ccc(Cc2nc3ccc(C(=O)N(C)C(C)c4ccon4)cc3o2)cc1 (configuration not stated)	9	7	-13	-0.5	-7	0	3	-16	8
Cc1cc(C)n2nc(SCC(=O)NC(=O)c3ccc(OC(F)F)cc3)nc2n1	-1	-4	15	1.2	-15	14	-1	12	27
Cc1cc(OCC(=O)Nc2ccccn2)c2c(C)c(C)c(=O)oc2c1	2	-9	19	6.3	4	11	0	-6	52*
COc1ccccc1NC(=O)c1ccc2c(c1)N(CC(=O)NC(C)(C)C)C(=O)C(C)(C)O2	-1	-2	4	-0.2	2	-10	-5	4	2
COc1ccc(N(CC(=O)NCc2ccc(F)cc2)C(=O)Cn2nnc(-c3ccc(C)o3)n2)cc1OC	4	6	13	1.6	6	15	0	13	2
CCOC(=O)c1cccnc1NC(=O)c1ccncc1	7	-14	-12	-2.7	4	-2	0	-4	13
Cc1ccc(C(=O)CSc2nnc(-c3ccco3)n2CC2CCCO2)cc1 (configuration not stated)	1	0	8	0.4	-6	1	-3	7	-16
CCOC(=O)[C@@H]1[C@H]2COc3ccccc3[C@@H]2N2C(=O)N(c3ccccc3)C(=O)[C@]12C	7	-10	-3	-1.5	15	13	-2	2	0
CCCCSc1nc(N)c(C#N)c(-c2cccs2)c1C#N	2	15	-3	1.4	4	15	5	10	16
O=C1NC(=O)C(CCc2ccccc2)(c2ccccc2)N1 (configuration not stated)	-5	-3	/	/	5	6	/	/	/
O=C(COC(=O)c1cc(=O)[nH]c2ccccc12)NCc1ccccc1Cl	3	-3	-1	0.7	-1	6	3	-12	1
O=C(c1ccccc1)N1CCN(C(=O)c2cc3ccccc3oc2=O)CC1	0	5	1	-1.5	-17	8	-2	-7	2
Cc1ccccc1SCc1noc(C(=O)NC(C)C)c1C(=O)O	-6	-5	/	/	2	-11	/	/	/
O=C(c1cc(-c2ccc(Cl)cc2)on1)N1CCOCC1	-2	0	-120	-0.8	-76	-2	-2	-125	-120
COC(C/C=C/C(=O)[C@@H](C)OCc1ccccc1)OC	-2	-4	11	2.6	-16	8	1	6	23
Cn1nnnc1SCC(=O)Nc1ccc(C(=O)N2CCN(Cc3ccccc3F)CC2)cc1	-1	-13	5	0.5	-22	7	-2	-6	11
O=C1CSC(c2ccccc2)N1c1ccc(F)cc1F (configuration not stated)	7	-3	13	-0.7	8	11	0	9	20

Just CCR6 antag (2 entries from above):
| Molecule | CCR6 antag |
| --- | --- |
| COc1ccccc1NC(=O)c1ccc2c(c1)N(CC(=O)NC(C)(C)C)C(=O)C(C)(C)O2 | -10 |
| COc1ccc(N(CC(=O)NCc2ccc(F)cc2)C(=O)Cn2nnc(-c3ccc(C)o3)n2)cc1OC | 15 |

The listing continues:
SMILES	CXCR6 block	EBI2 antag	697 NFkB inh	UPR CHOP act	Gli-Sufu block	CCR6 antag	UPR XBP1 act	Jurkat NFkB inh	Mdm2-MdmX inh
CCN(CC)C(=O)Cn1c(=O)n(CCCCCC(=O)Nc2ccccc2)c(=O)c2sccc21	-4	-5	3	0.5	9	3	-2	5	-24
O=C(Nn1c(-c2ccncc2)nc2ccccc2c1=O)c1ccc([N+](=O)[O-])cc1Cl	-1	-5	16	0.0	2	3	-1	-6	-26
O=C(NCc1ccccn1)C(=O)NCC1OCCN1C(=O)c1ccc(Cl)cc1 (configuration not stated)	9	9	12	-1.5	-8	2	-5	-20	12
O=C(CC(O)c1ccncc1)c1ccccc1O (configuration not stated)	10	11	/	/	-3	3	/	/	/
C[C@H](NC(=O)c1ccccc1)C(=O)N1CCC2(CC1)NCCc1[nH]cnc12	-11	1	1	1.9	-9	8	-2	2	27
CCOC(=O)CN1C(=O)N[C@@H](c2cccc(C(F)(F)F)c2)[C@@H](C(=O)OC)[C@H]1C	4	-20	-19	-1.4	-4	10	1	-7	-12
CCOc1ccccc1OCC(=O)Nc1cccc(S(=O)(=O)N2CCCCCC2)c1	-3	17	-21	4.0	4	14	-4	-3	7
O=C(CCN1C(=O)C2C3CCC(C3)C2C1=O)OCC(=O)c1ccccc1 (configuration not stated)	4	7	-19	3.2	24	2	-2	1	10
Cc1csc(C(C#N)C(=O)c2ccncc2)n1 (configuration not stated)	-4	-14	-2	1.2	33	6	3	0	18
COc1ccc(C(=O)NC2CCN(C(=S)Nc3cccc(C)c3)CC2)cc1	2	-2	5	0.0	4	8	-1	2	18
O=C(Nc1ccc(F)cc1)c1cccnc1Oc1ccccc1	-7	-6	2	0.0	-2	7	1	5	5
COc1ccc(C(=O)Nc2cccc(OC)c2)cc1	-1	11	-99	2.5	-66	8	2	-130	-92
O=C(NCc1ccccn1)C(=O)NCC1OCCN1S(=O)(=O)c1ccc(F)cc1 (configuration not stated)	-1	-4	11	2.0	4	3	-3	-7	18
O=C(CC1(O)C(=O)Nc2cc(Cl)cc(Cl)c21)c1ccncc1 (configuration not stated)	-7	18	-7	0.9	5	11	-1	-11	-1
CCN(CC)C(=O)C1CCN(Cc2ccc(Br)cc2)CC1	6	-7	0	3.5	3	-3	-1	7	-9
CCOC(=O)C1CCN(C(=O)c2cn(CCOC)c(=O)c3c2c2ccccc2n3C)CC1	-4	1	12	-0.8	7	-17	-3	9	18
CC(=O)c1ccn(S(=O)(=O)c2ccc(Cl)cc2)c1	-1	11	7	5.9	8	10	-1	-14	2
O=C(Nc1ccc(SC(F)F)cc1)C1=CC=CN2CCS(=O)(=O)N=C12	11	2	-12	1.1	-9	16	0	6	8
COc1ccc(-c2nc3ccccc3o2)cc1NC(=O)c1ccc(Br)o1	2	7	0	0.9	-4	11	2	-6	10
O=c1ccc2ccc(OCc3ccccc3)cc2o1	7	14	-87	7.0	-54	5	5	-68	-15
O=C(Nn1c(=O)[nH]c2ccsc2c1=O)c1ccccc1	-8	-8	3	-0.4	2	-19	-1	9	6
CC(C)(C)[C@H]1COC(=O)[C@H](NC(=O)OCC2c3ccccc3-c3ccccc32)C/C=C\C[C@@H](CC(=O)N[C@H](CO)Cc2ccccc2)C(=O)N1	-9	-14	11	3.7	40	-5	0	-4	17
CCC(C)c1ccccc1N1CC(C(=O)N2CCN(S(=O)(=O)c3cccc([N+](=O)[O-])c3)CC2)CC1=O (configuration not stated)	-18	-7	-3	-0.5	0	8	1	3	-3
O=C(CSc1ncnc2c1oc1ccccc12)NCC1CCCO1 (configuration not stated)	3	-3	-6	0.0	-9	1	4	-15	1
CCN(CC(=O)Nc1ccc(OC)cc1)C(=O)c1cc(-c2cccs2)nn1-c1ccccc1	-5	-13	33	5.5	4	12	-3	13	60*
CCc1ccc(NC(=O)CN2C(=O)C(=O)N(Cc3ccccc3)C2=O)cc1	/	/	8	3.9	/	/	0	-12	15
C=CCNC(=O)NC(=O)CN1C(=O)NC(c2ccccc2)(c2ccccc2)C1=O	-4	0	28	0.4	-15	12	5	-7	-2
Cn1c(=NC(=O)CS(=O)(=O)c2ccccc2)sc2ccccc21	-3	-1	-31	8.0	-37	12	0	-31	-23
Cc1ccc(S(=O)(=O)Nc2nc3ccccc3nc2NCC2CCCO2)cc1C (configuration not stated)	-5	4	4	-1.1	3	3	-5	2	3
NC(=O)c1ccc(C(=O)N/N=C/c2cccc(Oc3ccccc3)c2)cc1	6	5	-9	-0.7	-1	6	-5	-1	12

Four entries from above, sorted by molecular weight, descending.
SMILES	CXCR6 block	EBI2 antag	697 NFkB inh	UPR CHOP act	Gli-Sufu block	CCR6 antag	UPR XBP1 act	Jurkat NFkB inh	Mdm2-MdmX inh
CCC(C)c1ccccc1N1CC(C(=O)N2CCN(S(=O)(=O)c3cccc([N+](=O)[O-])c3)CC2)CC1=O (configuration not stated)	-18	-7	-3	-0.5	0	8	1	3	-3
CCN(CC(=O)Nc1ccc(OC)cc1)C(=O)c1cc(-c2cccs2)nn1-c1ccccc1	-5	-13	33	5.5	4	12	-3	13	60*
CCc1ccc(NC(=O)CN2C(=O)C(=O)N(Cc3ccccc3)C2=O)cc1	/	/	8	3.9	/	/	0	-12	15
O=c1ccc2ccc(OCc3ccccc3)cc2o1	7	14	-87	7.0	-54	5	5	-68	-15

Later entries.
SMILES	CXCR6 block	EBI2 antag	697 NFkB inh	UPR CHOP act	Gli-Sufu block	CCR6 antag	UPR XBP1 act	Jurkat NFkB inh	Mdm2-MdmX inh
O=C(NCc1ccccc1)C1c2ccccc2Oc2ccccc21	12	-3	14	0.8	5	16	-5	-1	0
CC(=O)c1cccc(NC(=S)NC(=O)c2cccc(C)c2)c1	19	8	/	/	-80	43	/	/	/
CC(C)CCNC(=O)C1CCC(CNc2c(N3CCCC3)c(=O)c2=O)CC1 (configuration not stated)	0	3	18	1.6	0	5	0	1	15
Cc1ccccc1/C=C\c1nc2ccccc2c(=O)[nH]1	-4	-1	-112	3.4	-79	3	-3	-62	-19
CC(C)c1ccc(NC(=O)C2CC(=O)Nc3nc4ccccc4n32)cc1 (configuration not stated)	4	2	-5	1.3	9	-3	-1	2	-5
CC(C)(C)OC(=O)NCCc1nnc(SCc2c(Cl)cccc2Cl)o1	2	0	-9	2.3	-2	-7	-2	11	5
CCCc1nc2ccccc2n1CCOc1ccccc1	3	1	-28	1.6	9	-10	3	12	4
COc1ccc2ccccc2c1CNC(=O)CC1C(=O)NCCN1CC(C)(C)C (configuration not stated)	-14	2	8	-1.0	7	3	-2	9	27
Cc1ccc(N2C(=O)CCC2=O)c(C)c1	-3	-3	0	-0.3	25	0	0	2	8
O=S(=O)(c1cnccc1N1CCN(/N=C/c2ccccc2)CC1)N1CCCCC1	3	25	-9	-5.0	4	-2	-2	4	15
CCOC(=O)c1cc(C)sc1NC(=O)CSC1=NCCS1	5	-8	8	1.0	-12	12	-3	-3	22

Assay outcomes deposited in PubChem by Sanford-Burnham Center for Chemical Genomics.
